Compound activity deposited in PubChem BioAssay by The Scripps Research Institute Molecular Screening Center.
TDP2 absorb: human TDP2 enzyme inhibitors, primary screen, biochemical, epi absorbance, recombinant enzyme; Tyrosyl-DNA phosphodiesterase 2 (Homo sapiens), O95551; T5PNP hydrolysis, p-nitrophenol absorbance 415 nm; inhibition, % at 12.8 µM; 370,000 tested, 0.34% active; AID 720702, 2013;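 active = inhibition above the mean of all tested compounds plus 3 SD, set per campaign, cut at about 25% in these data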;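 also: 0% = DMSO with enzyme and 100% = buffer with substrate but no TDP2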
Target sequence (O95551 whole entry, looked up): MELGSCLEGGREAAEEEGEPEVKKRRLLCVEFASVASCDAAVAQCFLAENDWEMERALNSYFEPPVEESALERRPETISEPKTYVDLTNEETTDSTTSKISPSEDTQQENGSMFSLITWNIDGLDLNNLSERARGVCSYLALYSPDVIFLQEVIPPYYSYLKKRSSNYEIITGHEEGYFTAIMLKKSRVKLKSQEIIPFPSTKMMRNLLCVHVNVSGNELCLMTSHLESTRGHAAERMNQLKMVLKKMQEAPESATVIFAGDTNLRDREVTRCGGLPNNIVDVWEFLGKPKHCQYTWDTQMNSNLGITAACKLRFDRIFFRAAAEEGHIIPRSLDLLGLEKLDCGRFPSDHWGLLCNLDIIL
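System: recombinant human TDP2 / Amount: 120 nM TDP2 per well / Also added: 5 mM T5PNP chromogenic substrate / Doses: 12.8 µM single point, 1% DMSO / Incubation: 2 h at 37 °C / Detection: p-Nitrophenol epi absorbance / Evaluation: % inhibition relative to enzyme-containing and enzyme-free wells / Repeats: singlicate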
PLCg1 inh: PLC-gamma1 enzyme inhibitors, primary screen, biochemical, fluorescence, purified enzyme | 1-phosphatidylinositol 4,5-bisphosphate phosphodiesterase gamma-1 (Homo sapiens), P19174 | fluorogenic substrate | inhibition, % at 12.2 µM | 370,000 tested, 0.84% active; in the data active = inhibition above about 9.5%
DDE Tn7 FP inh: inhibitors of Tn7 peptide binding to fibrin DD(E), primary screen, biochemical, fluorescence polarization, human fibrin, Tn7 probe | Fibrinogen beta chain (Homo sapiens), P02675 | FP displacement of FITC-Tn7 peptide from fibrin DD(E); 0% = median of compound wells per plate | inhibition, % at 8.3 µM | 370,000 tested, 0.13% active;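 active = inhibition above the mean of compounds falling within the control limits plus 3 SD of them, cut at about 14% in these data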;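 also: 0% = plate median of compound wells and 100% = 10 µM Aha-Tn7 peptide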
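assay system = human clot-derived fibrin DD(E) complex | quantity = Fibrin-DD(E) at 2 µM final | timing = 10 min preincubation, 3 h with tracer, room temperature | signal = fluorescence polarization | measure = percent inhibition | benchmarks = high control wells with 10 µM unlabelled Aha-Tn7 peptide (full inhibition) | replicates = singlicate testing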
KLK7 zymogen act: proKLK7 zymogen activators, primary screen, biochemical, fluorescence intensity | Kallikrein-7 (Homo sapiens), P49862 | purified proKLK7, EDANS-DABCYL substrate fluorescence; 100% is mature enzyme control, 0% vehicle | activation, % at 7 µM | 370,000 tested, 0.9% active | AID 652039, 2013;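 active = activation above the mean of all tested compounds plus 3 SD, computed per campaign excluding outliers beyond control limits, cut at about 13% in these data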
LEDGF integ inh: blockers of LEDGF/p75-dependent integrase strand transfer – biochemical, TR-FRET, high throughput, primary screen; 370,000 tested, 0.64% active; HIV-1 integrase (with human LEDGF/p75); inhibition, % at 3.7 µM; TR-FRET IN-LEDGF/p75 DNA integration, Eu/Cy5; AID 743269, 2014;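 active = inhibition above the screen-wide mean plus 3 SD, cut at about 13% in these data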;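 also: signal is the Cy5 over europium emission ratio at 671 and 618 nm; 0% = plate median of compound wells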
ADAM17 inh: ADAM17 inhibitors, primary screen, biochemical, QFRET | Disintegrin and metalloproteinase domain-containing protein 17 (Homo sapiens), P78536 | recombinant ADAM17, EDANS/DABCYL FRET peptide cleavage | inhibition, % at 6.95 µM | 370,000 tested, 0.83% active | AID 720648, 2013;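 active = inhibition above the mean of compounds lying between control limits plus 3 SD, set per campaign, cut at about 8.5% in these data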;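 also: 0% = DMSO-only wells as the low control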
Target sequence (P78536 215-824 limits assumed): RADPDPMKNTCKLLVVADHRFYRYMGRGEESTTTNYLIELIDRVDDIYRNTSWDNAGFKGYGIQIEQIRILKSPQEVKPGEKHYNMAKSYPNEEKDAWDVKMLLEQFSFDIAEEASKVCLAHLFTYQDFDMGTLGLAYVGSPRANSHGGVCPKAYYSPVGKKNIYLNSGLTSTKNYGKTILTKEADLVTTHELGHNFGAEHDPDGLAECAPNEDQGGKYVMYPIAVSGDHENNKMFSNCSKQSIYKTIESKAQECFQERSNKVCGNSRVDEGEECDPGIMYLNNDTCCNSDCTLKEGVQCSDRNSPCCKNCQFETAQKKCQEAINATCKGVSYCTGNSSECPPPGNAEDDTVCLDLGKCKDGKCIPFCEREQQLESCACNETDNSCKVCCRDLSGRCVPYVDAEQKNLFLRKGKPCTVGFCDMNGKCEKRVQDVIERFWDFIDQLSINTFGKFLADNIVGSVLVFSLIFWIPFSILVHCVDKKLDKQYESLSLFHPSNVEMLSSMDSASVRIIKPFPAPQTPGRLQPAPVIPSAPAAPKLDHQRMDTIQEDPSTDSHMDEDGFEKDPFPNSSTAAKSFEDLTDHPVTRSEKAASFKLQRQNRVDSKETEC
ASAP1 GAP inh: inhibitors of human ASAP1 ArfGAP activity, primary screen, biochemical, fluorescence polarization; ASAP1-stimulated ARF1 GTP hydrolysis, GDP FP detection; inhibition, % at 16.5 µM; 360,000 tested, 0.19% active; in the data active = inhibition above about 25%;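 also: 0% = vehicle with enzyme and substrate and 100% = no enzyme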
ADAM10 inh: human ADAM10 inhibitors, primary screen, biochemical, QFRET, HTS | Disintegrin and metalloproteinase domain-containing protein 10 (Homo sapiens), O14672 | recombinant ADAM10, EDANS/DABCYL FRET peptide cleavage, 3 h | 370,000 tested, 0.62% active | inhibition, % at 7 µM | AID 720582, 2013;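 active = inhibition above a per-campaign cutoff equal to the mean of compounds falling between control-based bounds plus 3 SD, cut at about 20% in these data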;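 also: 0% = DMSO wells while the 100% control is not disclosed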
Tn6 DDE FP: inhibitors of Tn6 peptide binding to fibrin DD(E), primary screen, biochemical, fluorescence polarization, human fibrin, Tn6 probe; Fibrinogen beta chain (Homo sapiens), P02675; Fibrin DD(E) TRITC-Tn6 fluorescence polarization displacement; inhibition, % at 8.3 µM; 370,000 tested, 0.21% active; AID 720509, 2013;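 active = inhibition above a per-campaign cutoff: mean of compounds within control limits plus 3 SD, cut at about 15% in these data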;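 also: 0% = median of all compound wells on the plate and 100% = blocking peptide control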
ARFGAP1 inhibitor: inhibitors of rat ARFGAP1 GAP activity, primary screen, biochemical, fluorescence polarization, GDP tracer; ADP-ribosylation factor GTPase-activating protein 1 (Rattus norvegicus), Q62848; Arfgap1-stimulated ARF1 GTP hydrolysis, GDP FP detection; inhibition, % at 16.5 µM; 360,000 tested, 0.26% active;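 active = inhibition above a per-plate limit, mean inhibition of low control wells plus 3 SD, cut at about 25% in these data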;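 also: 0% = DMSO wells with enzyme and 100% = wells lacking Arfgap1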
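system = rat Arfgap1 catalytic domain, aa 1-136 | technique = FP, GDP Alexa 633 tracer displaced from anti-GDP antibody, 620/688 nm | compound = one concentration, 16.5 µM, DMSO 1.26% | medium = HEPES-based buffer, pH 7.5 | timing = compound-enzyme preincubation 20 min, reaction 120 min, detection 60 min, 25 °C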
Active calls of the source: *; i = inactive.

TDP2 absorb	PLCg1 inh	DDE Tn7 FP inh	KLK7 zymogen act	LEDGF integ inh	ADAM17 inh	ASAP1 GAP inh	ADAM10 inh	structure	Tn6 DDE FP	ARFGAP1 inhibitor
-11	2	1	0.0	-1	-6	-2	-7	C=CCN1C(=O)/C(=C2/Sc3ccc(OC)cc3N2C)SC1=Nc1ccc(OC)cc1	-1	23
-5	1	-4	0.1	2	-4	7	4	Cn1c(C(C#N)/C(=N\S(=O)(=O)c2cccs2)c2ccccc2)nc2ccccc21 (stereo unspecified)	2	10
4	3	-9	-0.2	-1	0	8	-11	OCC1SC(O)C(O)C(O)C1O (stereo unspecified)	-3	-6
-5	-3	-1	-0.3	5	-2	4	-8	Cc1ccc([C@@H]2C[C@H]3[C@@H](CN2S(=O)(=O)c2ccc(C)cc2)C(=O)C[C@@H](c2ccccc2F)N3S(=O)(=O)c2ccc(C)cc2)cc1	2	-10
1	1	-2	0.3	0	0	6	0	Cn1nc(C(C)(C)C)cc1C(=O)NCC1CCN(C(=O)C(=O)c2cc3ccccc3o2)CC1	-1	12
2	1	-5	0.1	3	0	-6	-5	CN(CCCNC(=O)C1CCC(=O)N1Cc1ccc(F)cc1)c1ccccc1 (stereo unspecified)	3	1
5	3	6	-1.7	-3	-6	-6	-1	CCOc1cc(/C=N/NC(=O)CCn2nnc3ccccc32)ccc1O	-4	6
8	-4	3	-0.1	-3	1	-1	-1	CC(=O)N1CCN(c2ccc(NC(=O)c3ccc(C(C)(C)C)cc3)cc2)CC1	6	-4
-4	4	-12	0.2	1	-1	7	4	CCOC(=O)c1sc(NC(=O)C2CCCCC2)nc1C	7	-3
-4	0	11	0.5	-2	-3	-1	-1	COc1ccc(Br)c(C(=O)OCC(=O)Nc2cc(C)on2)c1	2	-5
-1	1	-5	0.1	-5	-3	4	-5	Cc1ccc(Cn2nnc3c(=O)n(Cc4ccccc4C)cnc32)cc1	-1	13
-2	5	0	0.4	4	-1	-7	11	COc1ccc(-c2csc(=Nc3ccccc3)n2CCO)cc1	-1	5
-2	2	-2	-0.5	-6	-3	5	-4	O=C(NC1CCN(S(=O)(=O)c2cccc(F)c2)CC1)c1ccc(F)cc1	1	0
7	-2	8	-0.3	-2	-1	4	-2	Nc1ncnc2c1ncn2[C@@H]1O[C@H](CNC(=O)[C@@H]2CCCN2S(=O)(=O)c2ccc(F)cc2)[C@@H](O)[C@H]1O	2	8
-7	-2	3	0.1	-2	-5	1	-6	CCCCCCCCN1C(=O)[C@@H](CC(=O)NCCC(C)C)C[C@@]2(C(=O)OC)C1=C[C@H](C1CCCC1)O[C@@H]2C	4	5
6	-203	-3	-20	-3	-92	-8	-216	O=C(NCCN1CCN(c2ccccc2F)CC1)c1ccc2nc3ccccc3c(=O)n2c1	12	-11
5	i	1	68*	0	i	-11	i	Cc1cc2c(C)cc(=O)oc2c2c1NCCC2	6	-2
1	2	-5	0.0	1	-4	-12	10	NC1=NC(=Nc2ccc(S(=O)(=O)N3CCOCC3)cc2)c2ccccc21	-2	-4
9	1	1	0.0	1	-1	-1	5	CCc1ccc(OCC(=O)OCC(=O)c2ccc3c(c2)NC(=O)CO3)cc1	2	-5
-2	2	3	0.4	-3	5	2	-2	CN(CCO)S(=O)(=O)c1ccc2c(c1)C(=NN)c1cc(S(=O)(=O)N(C)CCO)ccc1-2	0	-3
0	1	0	-0.3	-5	-5	12	-1	COc1ccc(Cl)cc1NC(=S)Nc1ccc(Cl)cn1	1	1
6	4	-5	0.5	1	-1	6	-1	C/C(=N/OC(=O)c1ccc(C(F)(F)F)cc1)c1oc(C)nc1C	10	8
5	0	5	-0.1	-1	-1	4	6	COc1ccccc1OCc1ccc(C(=O)NC2CCCCC2)o1	1	-7
-11	1	6	-0.4	-4	-3	-4	-10	CC(=O)Nc1ccc(NC(=O)CSc2nnc(NC(=O)C3CC(=O)N(c4ccccc4)C3)s2)cc1 (stereo unspecified)	3	-9
1	1	-3	-0.3	-3	6	-1	6	CC1(Cc2ccc(Cl)c(Cl)c2)C(=O)Nc2c(Cl)ccc(Cl)c21 (stereo unspecified)	0	-5

Ordered by number of heavy atoms (rising): 9 of the compounds above.
TDP2 absorb	PLCg1 inh	DDE Tn7 FP inh	KLK7 zymogen act	LEDGF integ inh	ADAM17 inh	ASAP1 GAP inh	ADAM10 inh	structure	Tn6 DDE FP	ARFGAP1 inhibitor
4	3	-9	-0.2	-1	0	8	-11	OCC1SC(O)C(O)C(O)C1O (stereo unspecified)	-3	-6
-4	4	-12	0.2	1	-1	7	4	CCOC(=O)c1sc(NC(=O)C2CCCCC2)nc1C	7	-3
1	1	-3	-0.3	-3	6	-1	6	CC1(Cc2ccc(Cl)c(Cl)c2)C(=O)Nc2c(Cl)ccc(Cl)c21 (stereo unspecified)	0	-5
6	4	-5	0.5	1	-1	6	-1	C/C(=N/OC(=O)c1ccc(C(F)(F)F)cc1)c1oc(C)nc1C	10	8
5	3	6	-1.7	-3	-6	-6	-1	CCOc1cc(/C=N/NC(=O)CCn2nnc3ccccc32)ccc1O	-4	6
2	1	-5	0.1	3	0	-6	-5	CN(CCCNC(=O)C1CCC(=O)N1Cc1ccc(F)cc1)c1ccccc1 (stereo unspecified)	3	1
-11	2	1	0.0	-1	-6	-2	-7	C=CCN1C(=O)/C(=C2/Sc3ccc(OC)cc3N2C)SC1=Nc1ccc(OC)cc1	-1	23
-2	2	3	0.4	-3	5	2	-2	CN(CCO)S(=O)(=O)c1ccc2c(c1)C(=NN)c1cc(S(=O)(=O)N(C)CCO)ccc1-2	0	-3
-5	-3	-1	-0.3	5	-2	4	-8	Cc1ccc([C@@H]2C[C@H]3[C@@H](CN2S(=O)(=O)c2ccc(C)cc2)C(=O)C[C@@H](c2ccccc2F)N3S(=O)(=O)c2ccc(C)cc2)cc1	2	-10

The list continues.
TDP2 absorb	PLCg1 inh	DDE Tn7 FP inh	KLK7 zymogen act	LEDGF integ inh	ADAM17 inh	ASAP1 GAP inh	ADAM10 inh	structure	Tn6 DDE FP	ARFGAP1 inhibitor
5	-6	6	0.3	5	-14	-6	-74	CCC1CCCCN1c1ccc([N+](=O)[O-])cc1/C=N/NC(=O)Cn1c2ccccc2c(=O)c2ccccc21 (stereo unspecified)	-10	4
-7	-7	7	9.3	-1	-5	6	-15	Cc1ccc(CN(C(=O)c2cc3ccccc3oc2=O)C2CCS(=O)(=O)C2)cc1 (stereo unspecified)	-1	4
3	0	0	0.3	3	0	9	-2	COc1ccc(C2CC3(CC(C)(C)NC(=S)N3)Oc3cc(O)cc(C)c32)cc1 (stereo unspecified)	-3	4
14	1	-8	0.4	3	0	-11	1	C=CCNc1nc(C(=O)OCC(=O)c2ccc(OC)cc2OC)cs1	0	10
15	0	1	-0.4	-1	-3	6	-10	COc1ccc(NC(=O)CN(C)C(=O)C2=COCCO2)cc1	-2	11
17	-2	8	0.1	-4	-1	-1	-6	CCC1(c2ccc(F)cc2)NC(=O)NC1=O (stereo unspecified)	8	7
-20	3	-2	0.1	-2	7	6	4	O=C(COC(=O)Cc1ccc(Cl)cc1)NCc1ccc(F)cc1	1	-1
4	4	9	-0.2	-6	-11	1	-12	CCCCCCCCOC(=O)c1cc([N+](=O)[O-])c(Sc2ncnc3nc[nH]c23)c([N+](=O)[O-])c1	-4	-3
-2	0	3	-0.4	5	0	-6	6	O=C(CCN1CCOCC1)NNC(=O)Nc1cccc([N+](=O)[O-])c1	-1	0
-2	0	0	-0.1	4	-1	-4	2	CCN(CC)C(=O)[C@H]1CC(CC(=O)NCc2ccco2)C(=O)N2CCc3c([nH]c4ccc(OC)cc34)[C@]12C (stereo partly specified)	9	3
8	2	-1	0.3	7	-1	-16	1	Cc1c(P(=O)(c2ccccc2)c2ccccc2)c2ccccc2n1C	2	1
12	3	-3	-0.1	6	2	0	7	CCOc1ccc(C(=O)NCc2ccco2)cc1Cl	7	-17
-9	1	3	0.1	-5	-4	-7	-5	O=C(NCCCc1ccncc1)C1CCC(=O)N(Cc2cccc(C(F)(F)F)c2)C1 (stereo unspecified)	4	-4
1	-1	4	0.2	6	-3	3	-30	CCNC(=S)NNC(=O)c1ccc(S(=O)(=O)NCc2ccco2)cc1	6	-10
25*	3	-2	-0.5	0	-3	2	0	COc1cc(CNCc2ccc(Br)cc2)cc(OC)c1	-10	12
1	-3	13	-1.1	-6	-1	-3	-8	O=C(Nc1ccc(C(F)(F)F)cc1)c1cccc(-n2cnnn2)c1	7	1
-8	1	-9	0.2	6	0	12	5	COc1cccc(CN2CC(C(=O)N3CCSCC3)CCC2=O)c1 (stereo unspecified)	1	-4
3	3	-4	0.1	-1	2	6	-1	COC(=O)c1sc(C(F)(F)F)c(-c2ccccc2)c1S(=O)(=O)NC(C)(C)C	0	-5
5	2	-2	0.3	1	-2	3	-5	COc1cccc(-c2nc(N3CCC(C)CC3)c3ccccc3n2)c1O	0	-9
-1	2	2	0.0	-2	3	-10	9	COc1ccc(S(=O)(=O)N2CCCCC2c2cc(C(=O)NCc3ccccc3)no2)cc1 (stereo unspecified)	7	-8
16	0	-5	0.3	0	-1	6	7	COc1ccc(S(=O)(=O)N/N=C(/C)c2ccco2)cc1	-7	-9
